Source: PubChem
m5-HT2A agonist: agonists of mouse serotonin 5-HT2A receptor (HTR2A); CHO-K1 mHTR2A beta-arrestin complementation, luminescence; percent of 30 µM serotonin response; activation, % at 7.6 µM; P35363; hit rate 0.66% among 360,000; AID 624169;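 active = activation above a run cutoff, the mean activation of all tested compounds plus 3 SD, cut at about 14% in these data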;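 note: 0% = plate median of compound wells and 100% = 30 µM serotonin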
Target sequence (P35363 whole entry, looked up): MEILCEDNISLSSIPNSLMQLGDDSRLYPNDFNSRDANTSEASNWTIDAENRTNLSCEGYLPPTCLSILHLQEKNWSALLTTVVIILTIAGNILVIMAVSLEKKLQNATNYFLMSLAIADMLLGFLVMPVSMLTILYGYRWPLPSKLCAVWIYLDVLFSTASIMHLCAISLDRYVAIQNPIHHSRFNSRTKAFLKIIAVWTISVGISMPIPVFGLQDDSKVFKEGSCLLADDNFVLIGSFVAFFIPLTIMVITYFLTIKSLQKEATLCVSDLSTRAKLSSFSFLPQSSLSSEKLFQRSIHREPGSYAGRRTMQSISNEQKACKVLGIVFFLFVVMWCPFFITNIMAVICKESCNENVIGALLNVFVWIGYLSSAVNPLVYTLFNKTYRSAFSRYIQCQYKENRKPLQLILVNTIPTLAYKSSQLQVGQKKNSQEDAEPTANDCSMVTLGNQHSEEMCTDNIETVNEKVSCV
MC4R ag barr: agonists of human melanocortin 4 receptor (MC4R) beta-arrestin | U2OS MC4R beta-arrestin complementation, luminescence; percent of melanotan II response, DMSO zero | AID 540308 | activation, % at 8.9 µM | hit rate 0.98% among 360,000;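 active = activation above a per-plate cutoff, the mean activation of sample wells on that plate plus 3 SD, cut at about 8% in these data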
Target sequence (P32245 whole entry, looked up): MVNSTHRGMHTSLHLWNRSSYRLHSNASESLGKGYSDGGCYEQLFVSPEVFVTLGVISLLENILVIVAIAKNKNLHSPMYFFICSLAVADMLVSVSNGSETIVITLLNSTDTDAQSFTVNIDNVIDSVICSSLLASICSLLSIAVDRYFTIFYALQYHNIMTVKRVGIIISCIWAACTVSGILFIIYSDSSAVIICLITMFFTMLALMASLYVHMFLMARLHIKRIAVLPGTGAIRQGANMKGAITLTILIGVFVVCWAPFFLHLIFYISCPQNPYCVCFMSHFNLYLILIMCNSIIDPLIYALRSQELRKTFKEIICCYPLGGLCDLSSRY
Exocytosis inh: blocks lytic granule exocytosis. AID 651702. TALL-104 LAMP-1 surface exposure, flow cytometry; cells stimulated with thapsigargin and PMA. hit rate 0.66% among 360,000. inhibition, % at 10 µM;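 active = inhibition above about 55%, limit read from the data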
Glyco luc inh: blocks N-linked glycosylation in D54 reporter cells. reporter increase, % at 12.5 µM. hit rate 0.23% among 360,000. D54 ERlucT glycosylation luciferase reporter, 24 h; percent of 100 nM tunicamycin response;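 active = mean luciferase reporter signal, scaled so untreated is 0 and the glycosylation-blocking control 100, at or above a set limit in every replicate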;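 note: luciferase carries N-glycosylation sites so blocking glycosylation raises the light; 0% = median of neutral control wells and 100% = median of 100 nM tunicamycin wells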
ABHD5 PLIN5 PPI: inhibitors of human ABHD5-perilipin-5 interaction. Q00G26+Q8WTS1. Split G. princeps luciferase complementation, luminescence, 4 h. inhibition, % at 4 µM. hit rate 0.78% among 360,000;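 active = inhibition above the mean inhibition across every tested compound plus 3 SD, cut at about 22% in these data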;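 note: 0% = DMSO only wells and the 100% control is not disclosed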
aDG glyco act: increases alpha dystroglycan glycosylation; Pro5-aDG cells, alpha-DG glycosylation AlphaScreen (IIH6); 0% Pro5, 100% B10-LARGE cell signal; activation, % at 10 µM; hit rate 0.22% among 360,000;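 active = activation of at least 8% versus controls, or a plate z-score of at least 8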;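 note: Pro5 are CHO cells carrying HIG-tagged alpha-DG that lacks glycosylation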
hiPSC survival: increases survival of single human iPS cells; hiPSC single-cell survival, ATPlite luminescence; 100% = ROCK inhibitor wells, 0% = DMSO; survival enhancement, % at 20 µM; hit rate 0.044% among 360,000; AID 602274; in the data active = survival enhancement above about 18%;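 note: cells exposed to compounds for 16 hours before the ATP read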
Cardio protect: myocardial damage modulation in H9c2 cells | H9c2 cardiomyocytes, H2O2 injury protection, ATPLite, 2 h | protection from H2O2 cell death, % at 20 µM | hit rate 0.63% among 360,000 | AID 588492;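 active = compounds giving at least 50% protection of heart cells from peroxide-induced death in the single-dose screen, raw or plate-pattern-corrected value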;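 note: 0% = DMSO wells with peroxide and 100% = DMSO wells without peroxide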
ABCB6 inh 2: human ABCB6 transporter inhibition; Q9NP58; fluorescence ratio to DMSO, % at 10 µM; hit rate 0.19% among 360,000; K562-ABCB6 porphyrin accumulation, flow cytometry, 1 h; stronger effect = lower value;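 active = fluorescence ratio to DMSO below 75%, the collection mean minus 3 SD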;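 note: signal is porphyrin accumulated inside mitochondria; 100% equals median channel fluorescence of DMSO control wells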
MC4R antagonist: blocks human MC4R cAMP signaling; P32245; MC4R-expressing cells, MTII-stimulated cAMP, LANCE TR-FRET; inhibition, % at 6.5 µM; hit rate 0.48% among 360,000; AID 540295;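 active = inhibition above its plate's cutoff, the mean of tested wells on that plate plus 3 SD, cut at about 29% in these data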;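 note: 0% = Melanotan II alone and 100% = Melanotan II plus saturating MCL0020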
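Assay system: U2OS cells stably expressing human melanocortin 4 receptor (MC4R) / Dosing: 6.5 µM / Timing: compound 30 min, challenge 1 h, detection 1 h / Measured by: Eu-cAMP/anti-cAMP TR-FRET, emission 671 nm / Replicates: singlicate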
* = called active by the depositor.

The line under a structure holds: Glyco luc inh | MC4R antagonist | Cardio protect | m5-HT2A agonist | ABHD5 PLIN5 PPI | hiPSC survival | aDG glyco act | ABCB6 inh 2 | Exocytosis inh | MC4R ag barr
COc1ccccc1NS(=O)(=O)c1ccc(C)c(C(=O)N2CCCC2)c1
 : 2 | 3 | -6 | 13 | 11 | 0.1 | 0.0 | 102 | 5 | -0.8
Cc1cc(C)n(C(=O)c2ccc(NC(=O)C3CC3)cc2)n1
 : 0 | 6 | -3 | -5 | -5 | 0.3 | 0.0 | 102 | -1 | -0.8
CCCC(=O)Nc1cc(C)cn(Cc2c(F)cccc2Cl)c1=O
 : 1 | 4 | -6 | -4 | 0 | 0.7 | 0.0 | 99 | -12 | -2.1
COc1ccc(OCC(=O)Nc2ccc(N3CCN(C(=O)c4ccccc4)CC3)c(Cl)c2)cc1
 : -5 | 7 | -8 | 2 | 3 | -0.4 | 2.2 | 95 | 13 | -2.0
Cc1ccc(S(=O)(=O)NCC(=O)OCC(=O)N2N=C(c3ccc(Cl)cc3)CC2c2ccco2)cc1C (stereo not drawn)
 : 0 | 18 | -17 | 1 | 0 | 2.5 | 0.6 | 102 | 2 | 9.2*
Cc1sc(NC(=O)Cn2[nH]c(=O)c3ccccc3c2=O)nc1-c1ccccc1
 : 2 | 5 | 13 | 1 | 9 | -1.1 | -0.4 | 94 | 1 | -0.4
O=C(O)c1ccc(OCc2occc2C(=O)O)cc1
 : -1 | 10 | -3 | 5 | 2 | -0.9 | -0.1 | 96 | -1 | 1.1
COC(=O)c1cn(C(=O)c2ccc(OC)c(OC)c2)c2ccccc12
 : 12 | -12 | 0 | -3 | -6 | -0.7 | 0.0 | 98 | -23 | -1.8
Cc1cc(NC(=O)C(C)N2C(=O)c3ccccc3S2(=O)=O)no1 (stereo not drawn)
 : 3 | 3 | 6 | -2 | 5 | -0.4 | 0.2 | 94 | 6 | -2.8
O=C(CN1CCN(C(=O)c2cccc(F)c2)CC1)Nc1ccccc1F
 : 2 | -2 | 8 | 2 | 3 | 0.3 | 0.1 | 94 | -1 | -1.4
CC(C)(C)C(=O)NC(=S)NNC(=O)c1ccc(-c2ccccc2)cc1
 : 10 | -5 | 30 | -34 | -6 | -0.7 | 1.6 | 98 | 1 | -11
Cc1ccc(Cl)cc1NC(=O)CSc1nnc(C)n1-c1ccccc1
 : 1 | 0 | 4 | -3 | -1 | 2.1 | 0.1 | 91 | 8 | -1.9
CC(C)CCOCC(=O)Oc1ccccc1C(=O)O
 : 2 | 3 | -4 | -5 | -2 | 1.8 | 0.0 | 98 | 0 | -0.8
O=C(Nc1ccccc1C(=O)N1CCN(CCO)CC1)c1cccc([N+](=O)[O-])c1
 : 2 | -7 | 5 | 6 | 0 | 0.0 | 0.2 | 97 | 3 | -1.8
COc1cc(Cl)c(C)cc1NC(=O)CSC1=NCCS1
 : 3 | -6 | 0 | -2 | -7 | 0.5 | -0.1 | 95 | 5 | -0.4
CN(Cc1ccccc1)C(=O)Cn1c(=O)oc2cc(S(=O)(=O)N3CCCC3)ccc21
 : -5 | 3 | 19 | 2 | 0 | -0.5 | -0.3 | 100 | 0 | -0.2
CCC1=C(OC(=O)N(CC)CC)N2C(=O)OC(=NCC3CC3)[C@]2(Cc2ccccc2)[C@H]2C1=CC[C@H]1C(=O)N(C)C(=O)[C@H]12
 : 5 | 4 | -8 | 0 | -2 | -0.4 | 0.1 | 98 | -5 | -1.0
Cc1c(CCOC(=O)c2cc([N+](=O)[O-])cc([N+](=O)[O-])c2)sc[n+]1CC(=O)c1ccc(Br)cc1
 : 5 | -2 | 5 | -1 | 20 | -0.4 | 0.4 | 83 | -3 | -1.5
CC1(C)CN(C(=S)Nc2ccc(F)cc2F)C1=O
 : 1 | 6 | -4 | 6 | 4 | -0.1 | 0.1 | 85 | 2 | -1.4
CC(=O)c1cccc(OCC(=O)OCC(=O)Nc2cc(S(=O)(=O)N3CCCCC3)ccc2C)c1
 : -1 | 7 | 10 | 4 | 7 | 1.4 | 0.0 | 118 | 18 | -2.1
NC(=O)CSc1nnc(-c2ccc(S(=O)(=O)N3CCCC3)cc2)n1Cc1ccco1
 : -1 | 4 | 0 | 5 | -5 | -0.5 | -0.3 | 106 | 3 | 0.2
CCCCNC(=O)Cn1cnc2c(cnn2-c2ccc(C)cc2)c1=O
 : 1 | 1 | -4 | 3 | 5 | -0.6 | 0.2 | 100 | 29 | -1.2
O=P(C1=C(N2CCOCC2)/C(=C\c2ccccc2)CC1)(N1CCOCC1)N1CCOCC1
 : -1 | -2 | 0 | 4 | 7 | 1.6 | 0.0 | 99 | 1 | -2.4
COc1ccc(Nc2nnc(SCC(=O)c3cc(C)n(CC4CCCO4)c3C)s2)cc1 (stereo not drawn)
 : -2 | 11 | -4 | -3 | -2 | 0.6 | 0.1 | 90 | 4 | 1.1
CC1CC(C)(C)CC2(C1)NC(=O)N(CC(=O)N1CCN(S(=O)(=O)c3cccs3)CC1)C2=O (stereo not drawn)
 : -4 | 14 | 34 | 8 | -8 | -0.2 | 0.0 | 93 | 2 | -0.1
O=C1c2ccccc2S(=O)(=O)N1CC1CC(c2ccc(Cl)cc2)=NO1 (stereo not drawn)
 : 0 | -4 | -8 | -6 | -2 | -0.6 | -0.6 | 94 | 2 | -1.1
Cc1cccc(-c2noc(CN(C)C(=O)c3ccoc3C)n2)c1
 : 0 | -6 | -12 | -6 | 11 | 0.8 | 0.1 | 99 | -7 | -0.5
CCN(CC)CCCNC(=O)CNC(=O)c1nn(-c2ccc(OC)cc2OC)c(=O)c2ccccc12
 : -1 | -1 | 2 | 9 | 6 | -0.9 | -0.4 | 96 | 4 | -1.3
CC(C)CC(NC(=O)OC(C)(C)C)c1cn([C@@H](Cc2ccc(O)cc2)C(=O)N2CCN(C(=O)OC(C)(C)C)CC2)nn1 (stereo partly drawn)
 : 1 | 2 | 10 | 3 | 3 | 2.2 | 0.0 | 97 | -7 | -0.2
Cc1nn(CC(=O)NCCCc2ccccc2)c(C)c1[N+](=O)[O-]
 : 1 | -4 | 12 | -2 | 3 | 1.3 | -0.2 | 94 | -1 | -2.2

(more compounds)
The line under a structure holds: Glyco luc inh | MC4R antagonist | Cardio protect | m5-HT2A agonist | ABHD5 PLIN5 PPI | hiPSC survival | aDG glyco act | ABCB6 inh 2 | Exocytosis inh | MC4R ag barr
CCOC(=O)C1(CCCc2ccccc2)CCN(C2CCN(C(C)=O)CC2)CC1
 : -1 | -1 | -4 | -5 | 2 | 0.6 | 0.8 | 96 | 1 | 0.0
O=C(NC(=S)N1CCOCC1)c1ccc(F)cc1
 : 3 | 7 | 3 | 4 | -1 | -0.4 | 0.4 | 99 | 3 | 2.1
CCOc1cc(/C=N/OC(C)=O)ccc1OCc1ccccc1
 : -1 | -2 | 3 | -8 | -1 | 1.4 | -0.2 | 91 | 1 | 0.3
Cc1cc(C)cc(OCC(=O)OCC(=O)c2c(N)n(C)c(=O)n(C)c2=O)c1
 : 3 | 4 | -5 | 4 | 1 | 4.0 | 0.4 | 117 | 6 | -1.4
CC(NC(=S)Nc1ccc(OC(F)F)c(Cl)c1)C(C)(C)C (stereo not drawn)
 : -4 | -6 | -25 | 1 | -13 | -2.8 | 1.7 | 97 | 1 | 7.1
CN=c1scc(C)n1/N=C/c1ccc(O)cc1O
 : -17 | -11 | -36 | -5 | 7 | -2.9 | -0.6 | 110 | 2 | -1.4
N#C/C(=C\c1cn(CC(=O)O)c2ccccc12)C(=O)NCc1ccccc1
 : 0 | 1 | 1 | -5 | 3 | 0.5 | -0.3 | 98 | 6 | -1.6
COc1ccc(CNC(=O)c2c(O)c3cccc4c3n(c2=O)CCC4)cc1
 : -1 | 0 | 34 | -3 | 7 | 7.3 | -0.5 | 104 | 7 | -1.7
Cc1ccc(NC(=O)Cn2nnc3ccccc3c2=O)cc1
 : -1 | 10 | 1 | 0 | 1 | -0.6 | -0.1 | 98 | 0 | 0.5
C=CCNC(=O)c1onc(CSc2ccc(OC)cc2)c1C(=O)O
 : 4 | 3 | 13 | 1 | -3 | 2.6 | 0.1 | 100 | 0 | -2.6
N#C/C(=N\Nc1ccc(F)cc1)C(=N)N1CCCCCC1
 : -11 | 8 | -15 | -3 | 2 | -0.6 | -0.1 | 102 | -2 | -2.2
COC(=O)[C@H](Cc1ccccc1)NCCCn1cnc(C(=O)Nc2ccc(C)c(C)c2)n1
 : -2 | 8 | 7 | 1 | -6 | -0.8 | 0.2 | 101 | -4 | -0.7

Rewritten bar-delimited: part of the list above
SMILES | Glyco luc inh | MC4R antagonist | Cardio protect | m5-HT2A agonist | ABHD5 PLIN5 PPI | hiPSC survival | aDG glyco act | ABCB6 inh 2 | Exocytosis inh | MC4R ag barr
O=C(NC(=S)N1CCOCC1)c1ccc(F)cc1 | 3 | 7 | 3 | 4 | -1 | -0.4 | 0.4 | 99 | 3 | 2.1
CCOc1cc(/C=N/OC(C)=O)ccc1OCc1ccccc1 | -1 | -2 | 3 | -8 | -1 | 1.4 | -0.2 | 91 | 1 | 0.3
Cc1cc(C)cc(OCC(=O)OCC(=O)c2c(N)n(C)c(=O)n(C)c2=O)c1 | 3 | 4 | -5 | 4 | 1 | 4.0 | 0.4 | 117 | 6 | -1.4
CC(NC(=S)Nc1ccc(OC(F)F)c(Cl)c1)C(C)(C)C (stereo not drawn) | -4 | -6 | -25 | 1 | -13 | -2.8 | 1.7 | 97 | 1 | 7.1
CN=c1scc(C)n1/N=C/c1ccc(O)cc1O | -17 | -11 | -36 | -5 | 7 | -2.9 | -0.6 | 110 | 2 | -1.4
N#C/C(=C\c1cn(CC(=O)O)c2ccccc12)C(=O)NCc1ccccc1 | 0 | 1 | 1 | -5 | 3 | 0.5 | -0.3 | 98 | 6 | -1.6
COc1ccc(CNC(=O)c2c(O)c3cccc4c3n(c2=O)CCC4)cc1 | -1 | 0 | 34 | -3 | 7 | 7.3 | -0.5 | 104 | 7 | -1.7
Cc1ccc(NC(=O)Cn2nnc3ccccc3c2=O)cc1 | -1 | 10 | 1 | 0 | 1 | -0.6 | -0.1 | 98 | 0 | 0.5
C=CCNC(=O)c1onc(CSc2ccc(OC)cc2)c1C(=O)O | 4 | 3 | 13 | 1 | -3 | 2.6 | 0.1 | 100 | 0 | -2.6
N#C/C(=N\Nc1ccc(F)cc1)C(=N)N1CCCCCC1 | -11 | 8 | -15 | -3 | 2 | -0.6 | -0.1 | 102 | -2 | -2.2
COC(=O)[C@H](Cc1ccccc1)NCCCn1cnc(C(=O)Nc2ccc(C)c(C)c2)n1 | -2 | 8 | 7 | 1 | -6 | -0.8 | 0.2 | 101 | -4 | -0.7
